# High-throughput results as filed in PubChem.
# CDK5 p35 inh – blocks human CDK5/p35 kinase activity | Recombinant CDK5/p35, ADP-Glo luminescence, 60 min | inhibition, % at 10 µM | 0.01% of 330,000 active | AID 488839;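 active = highest replicate inhibition of at least 50% and at least 75% of replicates reaching 50%; inconclusive = only one of the two criteria met; inactive = both criteria failed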;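 also: plate controls were DMSO neutral control for no effect and GW8510 at 10 µM for full effect; many of its hits are not listed in these tables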
# RTF Ca sens act – cardiac RTF calcium sensitization. IANBD-labeled TnC RTF fluorescence at EC20 calcium; 0% EC20 calcium, 100% full calcium. activation, % at 7.2 µM. 0.24% of 340,000 active. AID 493008. P19429+P45379;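 active = activation above the mean over all tested compounds plus 3 SD, cut at about 30% in these data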;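 also: rise in fluorescence read as greater calcium sensitivity of cardiac thin filaments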
# Rtt109 Vps75 – blocks Candida albicans Rtt109/Vps75 acetyltransferase activity; Q5AAJ8; purified Rtt109/Vps75, ThioGlo CoA-SH fluorescence, 4 h; inhibition, % at 34.9 µM; 0.16% of 330,000 active;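 active = inhibition of at least 50% in every replicate; inconclusive = best replicate reaches 50% inhibition but some replicates fall short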
# Keap1 Nrf2 FP – inhibitors of human Keap1-Nrf2 protein-protein interaction; Q14145; Keap1 Kelch-Nrf2 peptide fluorescence polarization, 1536-well; inhibition, % at 9.4 µM; 0.15% of 340,000 active; in the data active = inhibition above about 12%; inconclusive = no clear call, values can overlap the other calls; inactive = below about 7.3%;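 also: human Keap1 Kelch domain with fluorescein labeled Nrf2 9mer peptide probe; 0% = neutral control wells and 100% = peptide positive control; higher means more block of Keap1 binding to Nrf2 peptide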
# Target sequence (Q14145 whole entry, looked up, the tested form may be a part): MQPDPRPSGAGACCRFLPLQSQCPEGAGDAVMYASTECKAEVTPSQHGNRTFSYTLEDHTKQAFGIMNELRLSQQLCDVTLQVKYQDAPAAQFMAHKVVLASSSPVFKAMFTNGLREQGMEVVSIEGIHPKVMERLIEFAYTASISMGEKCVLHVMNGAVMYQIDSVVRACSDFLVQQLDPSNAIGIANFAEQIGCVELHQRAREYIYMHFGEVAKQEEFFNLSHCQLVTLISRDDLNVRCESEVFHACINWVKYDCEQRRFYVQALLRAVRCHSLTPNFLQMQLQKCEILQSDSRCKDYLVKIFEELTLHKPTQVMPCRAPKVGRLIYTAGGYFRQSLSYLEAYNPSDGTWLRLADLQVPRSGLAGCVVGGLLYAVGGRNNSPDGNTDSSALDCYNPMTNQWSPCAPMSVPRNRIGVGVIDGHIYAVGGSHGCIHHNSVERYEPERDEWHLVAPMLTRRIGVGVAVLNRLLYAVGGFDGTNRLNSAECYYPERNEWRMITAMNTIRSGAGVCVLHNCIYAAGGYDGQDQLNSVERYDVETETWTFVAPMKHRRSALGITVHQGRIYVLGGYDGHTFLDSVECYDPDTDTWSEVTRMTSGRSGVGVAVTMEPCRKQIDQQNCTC
# PvdQ inh – blocks Pseudomonas aeruginosa PvdQ acylase activity; inhibition, % at 10 µM; 0.063% of 340,000 active; AID 488965; purified PvdQ acylase, fluorescence plate reader; in the data active = inhibition above about 30%, passing the limit was not always enough; inconclusive = no clear call, values can overlap the other calls;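 also: 0% = vehicle neutral wells and 100% = reference inhibitor wells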
# SUMO Mot1 rescue – blocks SUMOylation pathway, rescuing yeast Mot1-301 growth; 1% of 320,000 active; growth rescue, % at 18.8 µM; S. cerevisiae Mot1-301 growth rescue, ATP luminescence, 38.5C; percent above DMSO median, 100 means doubled;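 active = every valid replicate shows activation above 250% relative to neutral control wells; inactive = the rest, any valid replicate at or below 250%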;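 also: OY570 slx delta 5 strain wells were the positive control but not used for scaling; some compounds called inactive have numbers as strong as hits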
# Cardiac RTF inh – cardiac RTF calcium desensitization. P19429+P45379. inhibition, % at 7.15 µM. AID 493244. IANBD-labeled cardiac RTF, Ca2+ fluorescence. 0.12% of 340,000 active;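 active = inhibition above the mean inhibition of all tested compounds plus 3 SD, cut at about 17% in these data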;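 also: assay run at fixed EC70 calcium of 1.6 mM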
# PfHsp90 yeast 2 – reduces growth (ATP signal) of yeast expressing P. falciparum Hsp90; S. cerevisiae expressing PfHsp90, BacTiter-Glo ATP, 48 h; yeast lacking PDR1 and PDR3 efflux regulators; inhibition, % at 9.4 µM; 0.32% of 310,000 active;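 active = every replicate shows inhibition above about 80%, whatever the replicate mean, limit read from the data; inconclusive = mean inhibition reaches the set limit but some replicate falls short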;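 also: 0% = DMSO neutral controls and 100% = 20 µM radicicol positive controls; yeast relying on Plasmodium falciparum Hsp90 in place of its own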
# NSD2 inh – NSD2 (human) methyltransferase inhibition | NSD2 peptide methylation, AlphaScreen, 120 min | inhibition, % at 12.5 µM | 0.54% of 310,000 active; in the data active = inhibition above about 50%
# dFosB act – mouse delta FosB homodimer activation | AID 493131 | 0.99% of 340,000 active | activation, % at 25 µM | P13346 | purified delta FosB, TAMRA-CDK5 oligo fluorescence polarization; percent of positive-control signal above neutral wells;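 active = mean activation above about 17%, with every replicate also reaching it, limit read from the data, passing the limit was not always enough; inconclusive = only one of the two conditions met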;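 also: fluorescence polarization rise as delta FosB binds a TAMRA Cdk5 AP-1 oligo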
# Target sequence (P13346 whole entry, looked up): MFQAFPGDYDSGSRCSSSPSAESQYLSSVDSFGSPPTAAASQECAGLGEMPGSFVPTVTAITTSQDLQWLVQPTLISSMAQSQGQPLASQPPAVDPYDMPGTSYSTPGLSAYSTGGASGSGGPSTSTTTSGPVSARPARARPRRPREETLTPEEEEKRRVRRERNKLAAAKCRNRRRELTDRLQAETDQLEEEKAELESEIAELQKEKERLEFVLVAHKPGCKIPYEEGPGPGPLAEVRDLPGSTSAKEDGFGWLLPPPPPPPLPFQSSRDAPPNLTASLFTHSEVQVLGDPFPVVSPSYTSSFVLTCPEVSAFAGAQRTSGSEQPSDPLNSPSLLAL
# LANA DNA inh – inhibitors of KSHV LANA C-terminal domain DNA binding; MBP-C-LANA/FAM-LBS DNA binding, fluorescence polarization; inhibition, % at 9 µM; 0.078% of 340,000 active;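 active = highest replicate inhibition at or above 60% at 9 µM, even if other replicates fall short; inactive = all replicates below 60% inhibition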;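 also: 0% = neutral control wells and 100% = 4 µM acridine orange control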
# * = called active by the depositor; ? = inconclusive; · = no result given.
SMILES,CDK5 p35 inh,RTF Ca sens act,Rtt109 Vps75,Keap1 Nrf2 FP,PvdQ inh,SUMO Mot1 rescue,Cardiac RTF inh,PfHsp90 yeast 2,NSD2 inh,dFosB act,LANA DNA inh
COc1cc2c(cc1OC)C1Cc3ccc(OC)c(OC)c3C[N+]1([O-])CC2 (stereo not given),1.1,3,5,-3,-16,203,-5,-4,·,8,0.1
O=C(/C=C/c1ccc(F)cc1)NC(=S)N1CCOCC1,0.7,3,-1,-6,-1,0,-13,3,-1,5,2.2
Cc1cc(O)c(NC(=O)c2ccco2)cc1C,1.1,8,-4,-1,-18,-6,-9,26,-3,-1,0.9
CC1CCCC(C)N1C(=C(Cl)Cl)C(=C1SCCS1)[N+](=O)[O-] (stereo not given),-1.6,-4,3,1,-8,13,1,20,20,-6,2.5
CCN1CCCC1CNS(=O)(=O)c1cccc(C(F)(F)F)c1 (stereo not given),-1.0,8,3,-5,-2,-5,0,23,1,3,-1.4
COc1cc(=O)n(C)c2cc(N(C)C)ccc12,0.7,-1,-4,-1,-1,·,0,-1,-3,2,-1.4
COCc1cc(C)nc(SCC(=O)Nc2ccc3c(c2)n(C)c(=O)n3C)c1C#N,1.5,-2,2,0,2,-10,1,12,-2,-7,-2.1
NCCCCNCCCN,4.3,3,-1,-6,-9,-27,9,15,·,-1,-8.9
C[C@@H](NC(=O)C1(c2ccccc2)CCN(C(=O)OC(C)(C)C)CC1)C(=O)N[C@@H](C(=O)O)c1ccccc1,-1.1,-1,-1,-1,-13,-2,-1,9,·,-5,1.3
COc1ccc2oc(=O)c(-c3csc(Nc4cccc(O)c4)n3)cc2c1,-1.1,-3,9,-7,-7,19,6,103*,-5,-4,0.3
O=C(CC(c1ccccc1)c1ccccc1O)N1CCCC1 (stereo not given),-0.5,8,-1,-2,-10,-12,-19,-26,-3,2,-0.3
COc1ccc(NC(=O)c2cc(-c3cc(C)cc(C)c3O)n[nH]2)cc1Cl,0.1,2,3,-2,-28,-11,1,·,-2,8,-0.6
CC(=O)c1cn(CC(=O)Nc2ccccc2C)c2ccccc12,-1.7,-1,-3,-4,4,-28,-1,6,-2,4,-1.0
Cc1ccc(S(=O)(=O)NCCN=C(CN2CCCC2)NS(=O)(=O)c2ccc(C)cc2)cc1,-0.2,1,6,0,-1,39,-7,16,·,-9,-0.2
O=C(Cc1c(O)c2ccccc2[nH]c1=O)NC1CCCCCCC1,-1.1,-5,·,-1,4,10,-2,·,-4,2,-2.0
CCCNC(=S)N1CCC(C(=O)c2ccc(F)cc2)CC1,0.7,-3,1,-2,-16,-11,-4,2,2,-5,1.4
O=C1c2cccnc2C(Nc2ccccc2)N1Cc1ccco1 (stereo not given),-8.9,1,-4,-3,-12,-5,-3,-13,-1,-3,-0.3
COc1ccc([N+](=O)[O-])cc1C1NN=C(c2ccccc2O)S1 (stereo not given),0.7,6,-11,1,-1,5,3,·,-2,5,0.6
C[C@]12CCC(=O)CC1=CCC1C3CC=C(C#N)[C@@]3(C)CC[C@@]12O (stereo not given in full),0.8,-1,-1,-3,4,37,1,-7,-1,-5,-3.5
Cc1c(CC(=O)O)c(=O)oc2cc(OCc3ccc(Cl)cc3)ccc12,-0.5,-2,-7,-2,2,1,-1,-5,-1,-3,-1.1
COc1ccc(CNC(=O)C2CCCN2C)cc1OC (stereo not given),1.2,-1,0,-1,-9,0,-5,-3,-1,-7,-0.6
CCOC(=O)c1nc2cc3n(c(C)c-2c1C)C(C)C(CC)=C3C (stereo not given),0.5,-3,-6,1,1,88,-6,-11,-3,-3,2.7
COCC(=O)O[C@]1(CCN(C)CCCc2nc3ccccc3[nH]2)CCc2cc(F)ccc2[C@@H]1C(C)C,-5.2,8,?,-6,-13,-7,2,10,·,-7,-0.1
CCOC(=O)CSc1nnc(NC(=O)c2cccc([N+](=O)[O-])c2C)s1,0.2,3,-1,-3,-1,12,4,-9,0,1,0.1
O=C(COc1ccccc1Cl)Nc1ccc2c(c1)C(=O)NC2=O,0.1,0,-9,-4,12,2,-6,11,-3,5,0.1
COc1ccc(CNC(=O)COc2ccc(S(=O)(=O)N3CCCCC3)cc2Cl)cc1,-0.9,-4,2,-2,-10,-6,0,-8,-1,-12,0.4
COc1cc(C2N(c3ccccn3)C(=O)C3CCCN32)cc(OC)c1OC (stereo not given),1.8,3,1,-2,-9,-6,7,·,-1,3,-1.5
COc1ccc2c(c1OC)C(=O)N(c1ccccn1)C2,0.9,8,3,-4,-15,·,-11,-9,-2,-19,0.1
Cc1nn(CC(=O)Nc2ccc3c(c2)nc2n3CCN(C3CCCCC3)C2)c(=O)c2ccccc12,0.4,-4,10,1,3,-20,-1,7,-4,27*,0.3
CCN(CC)c1ccc(C(=O)N2CCN(Cc3ccccc3)CC2)cc1,3.0,-4,4,1,-1,-6,6,14,7,-12,0.8
COc1ccc([C@H]2CC(=O)C=C(c3cccc(CO)c3)C2)cc1,-0.2,-2,4,-3,-15,-13,-10,-11,·,-1,0.5
N#Cc1ccccc1Oc1ccc(S(=O)(=O)N2CCCCC2)cn1,-0.4,2,-4,-6,6,560,7,-3,-3,-4,-2.5
O=C(CCc1ccccc1)NNC(=O)c1ccc(Br)cc1,1.3,4,-3,-3,10,631*,-5,1,-3,1,-1.1
CN(C(=O)CSc1nc(-c2ccccc2)cn1N)C(c1ccccc1)c1ccccc1,2.8,8,-17,-4,-8,-15,-1,·,1,-35,-0.1
Nc1ccc(S(=O)(=O)NCC(=O)OC2CCOC2=O)cc1[N+](=O)[O-] (stereo not given),2.5,-6,3,-3,-5,-7,-4,-24,2,2,2.8
O=C(CCNC(=O)c1ccc(Cl)cc1)NN1C(=O)NC2(CCCCC2)C1=O,-0.4,-1,-1,-1,-4,2,1,10,0,5,1.0
C=CCNc1nc(C2(C)CC3(CC(C)OC3=O)C(=O)O2)cs1 (stereo not given),-0.2,3,7,-3,2,3,-5,·,·,2,-2.4
C[C@H](NC(=O)c1nc[nH]c1C(=O)NCC(=O)OC(C)(C)C)c1ccccc1,-2.1,-9,0,0,-15,1,-35,17,·,1,1.0
COc1cccc(CNC(=S)Nc2cc(C)cc(C)c2)c1,1.4,1,3,1,-7,370,-17,-10,23,3,-0.1
O=C(Nc1ccc(OC(F)F)c(Cl)c1)c1ccccn1,5.6,4,-9,-4,2,-9,-9,-3,0,-4,-1.0
COc1cc(Nc2c3c(nc4ccccc24)CCC3)cc(OC)c1OC,2.9,4,-1,-9,-14,10,-2,-26,3,-8,-4.3
CC(=O)Nc1cccc(C(=O)Nc2cccc(S(=O)(=O)NCc3ccco3)c2)c1,0.4,-3,1,2,1,19,-5,9,2,-8,0.3
COC(=O)C1=CN(C(C)c2ccccc2)C=C(C(=O)OC)C1c1cc(OC)c(OC)c(OC)c1 (stereo not given),-1.1,-3,1,4,-7,-24,-5,-21,-14,-8,0.3
O=C1C(Cl)=C(N2CCOCC2)C(=O)N1c1ccc(Br)cc1,2.1,0,-2,-2,-12,0,-7,-10,0,-13,1.5
CN(C)CCCN(Cc1ccccc1)C(=S)NCc1ccccc1,-2.8,0,4,-3,-14,9,-8,-13,5,-12,1.0
CN(C)c1ccc(O)c2c1CC1CC3C(N(C)C)C(=O)C(C(N)=O)=C(O)[C@@]3(O)C(=O)C1=C2O (stereo not given in full),1.1,-4,10,-3,-5,-17,2,-2,·,2,5.6
O=C(CSc1nnc(-c2ccccc2)o1)c1nnc(-c2ccccc2)o1,-2.0,5,-1,-8,-21,0,-7,0,·,-4,-1.8
OC(COc1c(F)cc(Br)cc1F)CN1CCc2ccccc2C1 (stereo not given),0.1,2,0,0,-19,-3,-9,9,-3,-13,2.9
CCc1ccccc1Nc1nc2ccccc2n1C,-1.6,11,-21,-5,-28,45,-8,-42,-1,-8,0.7
COc1cc(C(C(=O)NC2CCCCC2)N(C(=O)c2cnccn2)c2ccccc2)cc(OC)c1OC (stereo not given),1.7,-6,9,1,7,·,2,8,-2,-7,2.4
N=c1c(C(=O)NC2CCCC2)cc2c(=O)n3ccccc3nc2n1Cc1ccccc1,-1.5,-2,-12,?,-9,-43,-14,13,30,-20,0.8
COC(=O)c1cccc(NC(=O)CN2CCN(Cc3ccccc3)CC2)c1,1.6,2,-3,3,-12,-8,-4,-17,-4,-4,1.5
Cc1ccc(C(=O)CCC(=O)OCC(=O)Nc2nnc(-c3ccccc3)o2)cc1,-0.2,5,·,·,10,·,-5,-10,0,3,·
CC1(C)CC(CC(=O)O)C(=O)O1 (stereo not given),0.0,-2,-5,-1,5,558,-2,-13,-1,-4,0.3
COc1ccc(C(=O)c2cn[nH]c2-c2cc(C)ccc2O)cc1,1.6,1,5,-4,-3,5,-4,-7,11,-1,-1.0
O=C(CN(C1CCCCC1)S(=O)(=O)c1ccc(F)cc1)NC1CC1,1.5,3,-4,-3,-9,-17,2,-9,-1,-6,-0.1
NC(=O)CS(=O)(=O)c1nc2ccccc2n1Cc1ccccc1F,2.3,-6,-5,-1,6,-21,8,-16,·,3,-1.9
COc1ccc(O)c(CN2CCCC(N3CCN(c4ccccc4OC)CC3)C2)c1 (stereo not given),1.8,3,19,0,6,-7,-1,5,32,-5,0.4
O=C(O)CSCC(=O)Nc1ccc(C2CCCCC2)cc1,2.4,5,1,1,-3,-25,-7,-34,0,2,-0.7
O=C(NS(=O)(=O)c1ccccc1[N+](=O)[O-])c1ccccc1,-1.8,4,3,-2,-7,-9,-2,10,-4,1,0.0
Cc1sc2nc(C3CC3)nc(NCCNS(C)(=O)=O)c2c1C,0.1,3,-1,1,-2,·,-13,1,-4,-12,-2.0
Nc1nc(NCCCN2CCOCC2)nc(NCc2ccccc2)c1[N+](=O)[O-],-0.2,2,6,-3,-4,-7,-5,12,1,5,0.0
Cc1cc(=O)oc2cc(OCc3ccc(C(=O)OCC(=O)N(C)C4CCS(=O)(=O)C4)cc3)ccc12 (stereo not given),1.1,7,-8,0,-6,4,1,-4,-155,-14,0.7

# 3 entries from above, with bars between the fields:
molecule | CDK5 p35 inh | RTF Ca sens act | Rtt109 Vps75 | Keap1 Nrf2 FP | PvdQ inh | SUMO Mot1 rescue | Cardiac RTF inh | PfHsp90 yeast 2 | NSD2 inh | dFosB act | LANA DNA inh
NC(=O)CS(=O)(=O)c1nc2ccccc2n1Cc1ccccc1F | 2.3 | -6 | -5 | -1 | 6 | -21 | 8 | -16 | · | 3 | -1.9
COc1cc(C(C(=O)NC2CCCCC2)N(C(=O)c2cnccn2)c2ccccc2)cc(OC)c1OC (stereo not given) | 1.7 | -6 | 9 | 1 | 7 | · | 2 | 8 | -2 | -7 | 2.4
COc1ccc(C(=O)c2cn[nH]c2-c2cc(C)ccc2O)cc1 | 1.6 | 1 | 5 | -4 | -3 | 5 | -4 | -7 | 11 | -1 | -1.0
